Source: PubChem
ERG Ets-DNA blk: blocks human ERG Ets domain binding to DNA; fluorescence polarization, His-ERG Ets domain / labelled DNA; 370,000 compounds, 0.028% hits; Potency, µM (top dose mostly 76.9 µM), for inactives: at the top dose FP activity, negative = inhibition, hits mostly inhibitors; P11308; active means well fitted inhibition curve with a large enough effect in the polarisation, with a control signal flat; inconclusive means small, poorly fitted or top-dose-only effect, or effect the other way, or a change in a side signal; inactive means no such curve, though single readings can be large or run the other way; the % refers to the polarisation;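 further: polarization taken with two DNA probes labelled with fluorescein and Texas red; potency means the concentration at half of the fitted maximal effect; % of control where 0% means no effect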
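His-tagged ERG Ets domain (1 uM in the protein solution; 300mM KCl, 50mM Tris-HCl, 1mM EDTA, 1mM DTT, pH 7.5) received compound, then a probe mix of 5 nM fluorescein-DNA and 100nM Texas-615-DNA. Fluorescence polarization was read for both dyes.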
Pol kappa inh: inhibitors of human DNA polymerase kappa; Q9UBT6; purified Pol kappa, fluorescent DNA synthesis assay, 10 min; Potency, µM (titrated, usually from 107 µM), for the others: top-dose activity, negative = inhibition, most hits filed as inhibitors; 400,000 compounds, 0.53% hits; AID 588579; further: potency means the concentration at half of the fitted maximal effect; on the % scale 0 is the no-effect control and ±100 the full control effect
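Readout: fluorescence, taken kinetically at 0 and 10 min. Conditions: 10 nM Pol kappa, 15 min RT compound preincubation, 50 nM substrate final. Controls: enzyme-free buffer wells.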
12-LOX inh: inhibitors of human 12S-lipoxygenase ALOX12; purified 12hLO, xylenol orange hydroperoxide absorbance; P18054; 580,000 compounds, 1.1% hits; Potency, µM (doses to about 108 µM), for inactives: at the top dose activity change, negative = inhibition, actives largely listed as inhibitors; AID 1671190; further: potency means the concentration at half of the fitted maximal effect; on the % scale 0 is the no-effect control and ±100 the full control effect
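Hydroperoxide product was detected by ferrous iron/xylenol orange as the 573 to 405 nm absorbance ratio. Arachidonic acid at 40 uM (final) was turned over for 30 min at room temperature by 150 nM human 12hLO, pH 7.0 Hepes buffer, after 15 min compound preincubation.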
BLM helicase inh: inhibitors of human Bloom syndrome helicase BLM. 350,000 compounds, 0.2% hits. Potency, µM (series often up to 56.1 µM), inactives show top-dose activity change, negative = inhibition, usual class: inhibitors. recombinant BLM DNA unwinding, fluorescence dequenching. AID 2528;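 further: potency means the concentration at half of the fitted maximal effect; plate controls were vehicle for no effect and no enzyme for full effect; nearly all actives have a fitted effect of over 35% in size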
APE1 inh: APE1 (human) endonuclease inhibition; recombinant APE1, TAMRA/BHQ-2 abasic DNA cleavage fluorescence; Potency, µM (top dose mostly 65.8 µM), for inactives: at the highest dose activity change, negative = inhibition, most hits filed as inhibitors; 350,000 compounds, 0.35% hits;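 further: potency means the concentration at half of the fitted maximal effect; plate controls were vehicle for no effect and reference inhibitor for full effect; nearly all actives have a fitted effect of over 55% in size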
Target sequence (P27695 whole entry, looked up): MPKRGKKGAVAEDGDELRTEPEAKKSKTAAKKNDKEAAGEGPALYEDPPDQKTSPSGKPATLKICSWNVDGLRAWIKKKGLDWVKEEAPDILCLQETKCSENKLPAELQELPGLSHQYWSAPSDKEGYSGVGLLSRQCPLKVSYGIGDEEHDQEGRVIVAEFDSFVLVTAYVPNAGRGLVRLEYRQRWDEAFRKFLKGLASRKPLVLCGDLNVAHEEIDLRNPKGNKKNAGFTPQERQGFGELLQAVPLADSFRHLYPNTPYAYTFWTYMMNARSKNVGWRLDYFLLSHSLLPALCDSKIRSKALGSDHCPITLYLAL
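Substrate: short duplex with […] THF abasic site, 5'-TAMRA and 3'-BHQ-2, 50 nM final. APE1 at 0.75 nM, preincubated 15 min RT with compound. Fluorescence increase from first to third read measured activity.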
Pol iota inh: inhibitors of human DNA polymerase iota; Q9UNA4; Potency, µM (titrated, usually from 115 µM), without a hit: at the highest dose activity, negative = inhibition, actives largely listed as inhibitors; 390,000 compounds, 1% hits; Pol iota fluorescent replication assay, 10 min; AID 588590; further: potency means the concentration at half of the fitted maximal effect
Target sequence (Q9UNA4 whole entry, looked up): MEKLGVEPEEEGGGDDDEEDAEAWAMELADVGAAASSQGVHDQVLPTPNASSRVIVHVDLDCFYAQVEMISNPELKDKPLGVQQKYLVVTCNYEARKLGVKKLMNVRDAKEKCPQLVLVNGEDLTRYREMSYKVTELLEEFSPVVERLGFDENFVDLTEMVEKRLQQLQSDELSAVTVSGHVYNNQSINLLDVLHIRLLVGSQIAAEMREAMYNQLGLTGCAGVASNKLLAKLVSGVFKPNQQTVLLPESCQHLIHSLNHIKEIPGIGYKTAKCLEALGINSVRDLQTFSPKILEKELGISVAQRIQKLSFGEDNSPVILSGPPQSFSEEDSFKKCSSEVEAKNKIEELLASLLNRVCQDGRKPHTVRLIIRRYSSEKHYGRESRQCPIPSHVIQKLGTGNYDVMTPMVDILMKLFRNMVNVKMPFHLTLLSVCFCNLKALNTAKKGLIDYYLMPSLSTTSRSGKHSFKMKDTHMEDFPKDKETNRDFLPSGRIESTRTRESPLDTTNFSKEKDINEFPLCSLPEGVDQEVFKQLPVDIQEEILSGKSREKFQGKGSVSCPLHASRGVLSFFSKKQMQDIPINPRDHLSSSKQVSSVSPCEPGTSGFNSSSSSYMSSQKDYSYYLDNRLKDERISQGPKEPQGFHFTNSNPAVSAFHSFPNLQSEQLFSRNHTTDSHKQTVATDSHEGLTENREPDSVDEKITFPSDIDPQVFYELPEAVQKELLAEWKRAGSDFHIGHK
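Fluorescent replication assay read twice, at 0 min and 10 min after adding 50 nM (final) substrate. Enzyme (10 nM) and compounds were first incubated 15 min at room temperature; enzyme-free buffer wells were negative controls.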
Anesthetic bind: binds horse apoferritin like a general anesthetic | P02791 | apoferritin/1-aminoanthracene competitive binding, fluorescence | Potency, µM (titrated, usually from 77.5 µM), for inactives: at the highest dose activity change, negative = displacement, usual class: inhibitors | 350,000 compounds, 0.074% hits | AID 485281; further: potency means the concentration at half of the fitted maximal effect; on the % scale 0 is the no-effect control and ±100 the full control effect; nearly all actives have a fitted effect of over 20% in size
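Read-out: endpoint 1-AMA fluorescence, excitation 380 nm and emission 535 nm, after compounds sit 10 min at room temperature with 10 uM horse-spleen apoferritin in 50% saturated 1-AMA/PBS. Values come from four-parameter Hill fits.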
Pol beta inh: blocks human DNA polymerase beta activity. Pol beta primer extension/strand displacement, fluorescence kinetic. Potency, µM (titrated, usually from 114 µM), inactives show at the top dose activity change, negative = inhibition, most hits filed as inhibitors. 340,000 compounds, 1.3% hits; further: potency means the concentration at half of the fitted maximal effect; on the % scale 0 is the no-effect control and ±100 the full control effect
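Pol beta (10 nM) and compounds were preincubated 15 min at room temperature, then 50 nM substrate (final) started primer extension/strand displacement. Reads were taken at 0 and 10 min; concentration-response data were fitted to a four-parameter Hill equation.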
TRHR ag: activates the human TRH receptor. P34981. 360,000 compounds, 0.18% hits. TRHR cells, calcium flux fluo-8, FDSS agonist mode. activation, % at 2 µM; in the data active means activation above about 30%; further: 0% is about no effect
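Agonist-mode FDSS calcium read (Ex 480/Em 530, 1 s cycles) in 1536-well TRHR cells with fluo-8 dye, after 10-cycle baseline and 23 nL compound addition; TRH at EC20 (10 nM final) added afterwards for the enhancer phase.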
* marks the source's active call; other numbers are inactive results; ? = inconclusive; . = no result given; & = joins results of further samples; [ ] = dose if it differs, or a comment. Unless noted, the call rests on the fitted dose curve; in most records, active means well fitted curve in the direction sought with a large enough effect; inconclusive means small, poorly fitted or top-dose-only effect, or another doubt; inactive means no such curve, though single readings can be large; an effect the other way counts as inactive or inconclusive. An excerpt; rates above refer to the full screens.

SMILES	ERG Ets-DNA blk	Pol kappa inh	12-LOX inh	BLM helicase inh	APE1 inh	Pol iota inh	Anesthetic bind	Pol beta inh	TRHR ag
Cc1ccc(/C=N\NC(=O)Cn2c(C)nc3ccccc32)o1	3%	-6%	-17%	-2%	-5%	21%	-11%	14%	0.0
COc1cc(C)c(CN2CCC(Oc3ccc(C(=O)N4CCCC4)cc3)CC2)cc1C	-7%	13%	0%	0%	3%	-19%	-13%	24%	-0.7
O=C(NCc1ccccc1CN1CCCC1)C1CCN(S(=O)(=O)c2ccc(Cl)cc2)CC1	13%	19%	-8%	.	-7%	-9%	.	.	0.2
CC(=O)c1c(N2CCC(C(N)=O)CC2)nc(=S)n(-c2ccccc2)c1C	-3%	-1%	-2%	-3%	-2%	13%	-9%	14%	0.1
CCCC(=O)NC(c1ccccc1)c1c(O)ccc2ccccc12 (centres undefined)	9%	-12%	0%	-7%	27%	-11%	-6%	-18%	-0.2
O=S1(=O)CCOCCCN1Cc1ccccc1Br	-23%	6%&17%	3%	1%	15%	-2%&25%	?	-34%	0.0
COc1ccc(-n2nc(C(=O)NCC(=O)NC3CCCC(C)C3C)c3ccccc3c2=O)c(OC)c1 (centres undefined)	1%	-10%	-16%	-6%	16%	150%[activator]	4%	12%	-1.3
COc1ccccc1/C=C1\Cc2ccccc2C1=O	-1%	-15%	167%[activator]	-8%	-1%	-18%	-12%	1%	-0.4
COc1ccc(-c2noc3c2-c2nc(-c4ccc(Br)cc4)sc2CC3)cc1	-2%	0%	-14%	.	.	9%	.	.	.
CC(C)N1CCN(Cc2cccc(-n3cccn3)c2)CC1CCO (centres undefined)	-3%	7%	5%	3%	0%	52%[activator]	-5%	81%	3.9
Cn1nc(C(=O)Nc2ccc3c(c2)OCCO3)cc1C(=O)O	-9%	0%	.	0%	29%	16%	-1%	-13%	0.3
Cc1c(C(=O)OC2CCCCCC2)[nH]c2c1C(=O)CC(c1ccccc1)C2 (centres undefined)	-2%	-24%	-17%	1%	.	-3%	-9%	3%	0.4
CCN(CC(=O)NCc1ccc(F)cc1)CC(=O)Nc1ccc(S(=O)(=O)N2CCCC2)cc1	15%	2%	-1%	-2%	15%	126%[activator]	-13%	23%	-0.4
O=c1c(Cc2ccc(Cl)cc2Cl)c(O)ccn1Cc1ccncc1	1%	-4%	-7%	0%	14%	-11%	-4%	11%	0.3
O=C(CCSc1ccccc1)Nc1ccc(OCc2ccccc2)cc1	-5%	-5%	4%	-2%	0%	3%	-10%	78%	1.5
O=c1cc(CSc2nc(NCc3ccccc3)c3ccccc3n2)nc2ccc(Cl)cn12	-4%	-10%	-25%	-5%	1%	-9%	-8%	-9%	-1.0
O=C(CNS(=O)(=O)c1ccc(F)c(Cl)c1)NCCc1ccccc1	-12%	-11%	-1%	-3%	8%	-7%	-8%	80%	-0.5
Cc1ccc2c(c1)NCC(C(=O)NC1CCCCC1)O2 (centres undefined)	-2%	-3%	0%	-2%	-7%	-13%[58.9 µM]	-13%	11%	-0.3
CCCCCCCN=CC1=C(O)CC(c2ccccc2)CC1=O (centres undefined)	?	-1%	-4%	1%	3%	-1%	-6%	38%	-0.2
CC1(C(=O)Nc2cccc(S(=O)(=O)N3CCOCC3)c2)Cc2ccccc2C(=O)O1 (centres undefined)	-6%	-8%	-2%	-5%	1%	?	-20%	-22%	0.2
COc1ccc(CCNC(=O)c2cc([N+](=O)[O-])cc([N+](=O)[O-])c2)cc1OC	7%	4%	2%	-3%	2%	11%	-14%	2%	-0.9
CC(=O)N1CSCC1C(=O)O (centres undefined)	-9%	3%	?	-1%	1%	-7%	-3%	31%	0.4
O=C(Cc1cccs1)N1CCN(C(=O)C2CCCO2)CC1 (centres undefined)	-2%	-9%	11%	-4%	10%	18%	7%	-1%	3.6
S=c1[nH]nc(CCc2ccccc2)n1-c1ccc(Cl)cc1	8%	4%	32µM*	-12%	-1%	-2%	-12%	-2%	-0.6
CCN(CC)S(=O)(=O)c1cccc(C(=O)N/N=C/c2ccccc2OCC(=O)O)c1	10%	0%	?	0%	1%	26%	-5%	2%	0.1
CC(C)CC(=O)Nc1nnc(S(=O)(=O)N(C)Cc2ccco2)s1	-2%	4%	.	-2%	45%	25%	-13%	6%	1.5
CC(=O)c1c(Nc2ccccc2)sc(C(=O)c2ccccc2)c1C	-4%	-11%	-6%	-11%	-2%	10%	-24%	24%	0.0
C=CCN1C(=O)C(=O)N(Cc2nc3ccccc3s2)C1=O	10%	1%	1%	-1%	10%	41%[activator]	-10%	14%	0.4
Cc1onc(-c2ccccc2)c1C(=O)Nc1nnc(C(C)C)s1	2%	-15%	-29%&16%	-6%	3%	36%[activator]	-5%	29%	0.2
CCn1cc(C(=O)N2CCCC2)c(=O)c2cc(S(=O)(=O)N3CC(C)CC(C)C3)ccc21 (centres undefined)	9%	0%	-9%	-2%	7%	12%	-6%	27%	0.2
CCS(=O)(=O)NCc1csc(-c2ccccc2)n1	-11%	9%	15%	1%	-6%	11%	-12%	12%	-0.7
OC(COc1ccccc1)CN1CCN(c2ccccc2)CC1 (centres undefined)	11%	-1%	-5%	.	.	-5%	.	.	.
CC1CN(C/C(=N\O)C23CC4CC(CC(C4)C2)C3)CC(C)O1 (centres undefined)	3%	-1%	1%	1%	-3%	137%[activator]	-12%	44%	0.1
CC#CCN1c2ccccc2[C@]23C[C@@H](C(=O)OC)N(C(=O)OCC)C2=NC(C(=O)OC)=C(C(=O)OC)[C@H]13	9%	17%	?	1%[12.4 µM]	?	-18%	-3%	?	-0.4
O=C(CSc1ncccn1)Nc1ccccc1	-5%	-3%	-1%	-2%	0%	-2%	4%	-11%	0.4
CC(C)(C)Nc1nc2ccc([N+](=O)[O-])cc2o1	-12%	-5%	?	-1%	0%	20%	-4%	0%	-0.4
COc1cccc(Cn2nnc(C(=O)NCc3ccccc3Cl)c2N)c1	0%	6%	497%[activator]	-9%	-6%	27%	?	27%	-0.1
Cc1ccc(-n2nc3c(Cl)nnc(C)c3c2C)cc1	-6%	-3%	12%	2%	3%	-6%	4%	16%	-0.2
OC(COCC1CC=CCC1)Cn1cnc2ccccc21 (centres undefined)	5%	-13%	-23%	-13%	-3%	10%	-8%	14%	0.0
COc1cc(OCc2ccc(C)cc2)ccc1CNC[C@H]1O[C@@H](n2cnc(C(N)=O)n2)[C@H](O)[C@@H]1O	2%	-7%	-2%	.	.	?	.	.	.
CC(=O)c1cccc(NC(=S)NCc2ccccc2)c1	2%	-8%	?	-6%	-19%	189%[activator]	-9%	13%	0.1
COc1ccc(N2C(=O)c3ccc(C(=O)Nc4ccc(NC(C)=O)cc4)cc3C2=O)cc1	2%	-14%	1%	0%	-1%	11%	-10%	-11%	0.2
CCCn1c(=N)n(CC(=O)c2ccc(OCC(=O)OC)cc2)c2ccccc21	-3%	-2%	85%[activator]	.	.	15%	.	.	.
CC(C)(CCl)C(=O)Nc1ccc(OC(F)(F)F)cc1	-6%	-12%	-1%	-1%	-3%	?	?	-3%	-0.1
Cc1nonc1OC(C)CNc1ccc([N+](=O)[O-])cc1 (centres undefined)	4%	-8%	0%	-2%	1%	10%	32µM*	13%	-0.5

Marked active in Anesthetic bind (from the list above):
SMILES	ERG Ets-DNA blk	Pol kappa inh	12-LOX inh	BLM helicase inh	APE1 inh	Pol iota inh	Anesthetic bind	Pol beta inh	TRHR ag
Cc1nonc1OC(C)CNc1ccc([N+](=O)[O-])cc1 (centres undefined)	4%	-8%	0%	-2%	1%	10%	32µM*	13%	-0.5

Other records follow.
SMILES	ERG Ets-DNA blk	Pol kappa inh	12-LOX inh	BLM helicase inh	APE1 inh	Pol iota inh	Anesthetic bind	Pol beta inh	TRHR ag
CCCc1cc2c(cc1NC(=O)c1ccc(Br)cc1)OCO2	1%	-8%	11%	-2%	20%	8%	-6%	22%	-0.9
CN1N=C(N)c2cn(C3OC(COP(=O)(O)O)C(O)C3O)c3ncnc1c23 (centres undefined)	-6%	-12%	?	.	.	-24%	.	.	.
CC(=O)c1cccc(S(=O)(=O)NCC(C)(C)N2CCOCC2)c1	-4%	-3%	-25%	1%	21%	3%	2%	0%	-0.1
COc1ccc(N2CCN(C(=O)c3ccc(Cl)c(S(=O)(=O)N4CCCC4)c3)CC2)cc1	7%	0%	?	-10%	13%	4%	-10%	15%	-0.7
CCn1c(SCC(=O)NCC2CCCO2)nc2ccccc21 (centres undefined)	1%	5%	?	.	18%	19%	.	.	2.8
O=C(O)CCS(=O)(=O)c1ccc(-c2ccccc2)cc1	2%	-12%	-10%	1%	2%	5%	-3%	18%	1.2
CC(C)(C)c1ccc(C(=O)Nc2ccccc2Cl)cc1	-1%	2%	-10%	-10%	-5%	-8%	-18%	-11%	0.0
COc1ccc(Cl)cc1Nc1nc(-c2sc(NC(=O)CC(C)C)nc2C)cs1	14%	3%	-26%	-6%	?	20%	-12%	9%	0.1
C/C(C=O)=C/c1ccccc1	3%	-26%	14%	.	4%&5%	-2%	.	.	0.2
COC(=O)c1ccc(C)c(NC(=O)c2c(-c3ccccc3)noc2C)c1	.	-9%	8%	-25%	2%	26%	-20%	-26%	-1.4

Reformatted with each value named: 2 of the compounds above.
COc1ccc(Cl)cc1Nc1nc(-c2sc(NC(=O)CC(C)C)nc2C)cs1
  ERG Ets-DNA blk: 14%
  Pol kappa inh: 3%
  12-LOX inh: -26%
  BLM helicase inh: -6%
  APE1 inh: ?
  Pol iota inh: 20%
  Anesthetic bind: -12%
  Pol beta inh: 9%
  TRHR ag: 0.1

C/C(C=O)=C/c1ccccc1
  ERG Ets-DNA blk: 3%
  Pol kappa inh: -26%
  12-LOX inh: 14%
  BLM helicase inh: .
  APE1 inh: 4%&5%
  Pol iota inh: -2%
  Anesthetic bind: .
  Pol beta inh: .
  TRHR ag: 0.2
